Assay outcomes deposited in PubChem by several laboratories.
S1P4 antag: antagonists of human S1P4 receptor; S1P4-expressing cells, antagonist mode, reporter read-out; inhibition, % at 4.98 µM; O95977; hit rate 0.26% among 220,000; AID 1510; in the data active means inhibition above about 29%;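 further: 0% = wells stimulated with agonist and 100% = vehicle wells without agonist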
CHOP inh: CHOP inhibition in unfolded protein response. inhibition, % at 10 µM. CHO-K1 CHOP-promoter luciferase, tunicamycin-induced, 15-18 h. hit rate 3.8% among 220,000;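 active means compounds that reduced the stress-induced luciferase reporter signal by more than about 70% of percent inhibition, limit read from the data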;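 further: 0% = tunicamycin plus vehicle and 100% = wells without tunicamycin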
S1P4 agonist: activates the human S1P4 receptor | activation, % at 4.98 µM | S1P4-expressing cell line, agonist reporter assay | AID 1509 | hit rate 0.35% among 220,000 | O95977; in the data active means activation above about 11%;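 further: 0% = DMSO vehicle and 100% = reference agonist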
NPY1 pot ag: potentiators or agonists of human neuropeptide Y receptor Y1; activation, % at 3.6 µM; P25929; hit rate 0.37% among 220,000; NPY-Y1 expressing cells, potentiator/agonist activation; in the data active means activation above about 33%, passing the limit was not always enough;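 further: cells stimulated with NPY at EC10 then isoproterenol at EC100; 0% = low agonist plus stimulus and 100% = saturating agonist plus stimulus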
NPY Y1 blocker: antagonists of human neuropeptide Y receptor Y1; HEK293-CNG Y1 cells, membrane potential fluorescence; NPY at EC95, then isoproterenol; inhibition, % at 3.6 µM; hit rate 1% among 200,000; AID 1040;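 active means inhibition above the campaign mean inhibition of all tested compounds plus 3 SD, cut at about 20% in these data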;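 further: 0% = DMSO wells given NPY plus isoproterenol and 100% = isoproterenol alone without NPY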
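material = HEK293 cells with Y1 receptor plus CNG channel | also added = NPY 25 nM then isoproterenol 1 µM plus Ro 20-1724 25 µM | schedule = dye 3 h, compound 60 min room temperature, stimulation 45 min | measured by = membrane potential fluorescence | benchmarks = high control isoproterenol alone, low control NPY with isoproterenol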
NPY-Y2 PAM-ag: human NPY-Y2 potentiation or agonism, primary screen; P49146; activation, % at 3.6 µM; cells expressing NPY-Y2, potentiator/agonist read-out; hit rate 0.45% among 220,000; AID 1359; in the data active means activation above about 27%;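 further: cells stimulated with NPY near EC25 plus isoproterenol at EC100; 0% = vehicle plus submaximal agonist and 100% = vehicle plus saturating agonist; some results beyond the cut were filed as inactive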
TRPML3 ag: agonists of human TRPML3 channel. Q8TDD5. HEK293 TRPML3-YFP, Fluo-8 calcium fluorescence; 100% = the carbachol control signal. activation, % at 3 µM. hit rate 0.29% among 220,000. AID 1448;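 active means activation above its plate's cutoff, the mean activation of the plate's test wells plus 3 SD, cut at about 12% in these data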;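 further: 0% = DMSO only wells and 100% = carbachol wells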
Target sequence (Q8TDD5 whole entry, looked up): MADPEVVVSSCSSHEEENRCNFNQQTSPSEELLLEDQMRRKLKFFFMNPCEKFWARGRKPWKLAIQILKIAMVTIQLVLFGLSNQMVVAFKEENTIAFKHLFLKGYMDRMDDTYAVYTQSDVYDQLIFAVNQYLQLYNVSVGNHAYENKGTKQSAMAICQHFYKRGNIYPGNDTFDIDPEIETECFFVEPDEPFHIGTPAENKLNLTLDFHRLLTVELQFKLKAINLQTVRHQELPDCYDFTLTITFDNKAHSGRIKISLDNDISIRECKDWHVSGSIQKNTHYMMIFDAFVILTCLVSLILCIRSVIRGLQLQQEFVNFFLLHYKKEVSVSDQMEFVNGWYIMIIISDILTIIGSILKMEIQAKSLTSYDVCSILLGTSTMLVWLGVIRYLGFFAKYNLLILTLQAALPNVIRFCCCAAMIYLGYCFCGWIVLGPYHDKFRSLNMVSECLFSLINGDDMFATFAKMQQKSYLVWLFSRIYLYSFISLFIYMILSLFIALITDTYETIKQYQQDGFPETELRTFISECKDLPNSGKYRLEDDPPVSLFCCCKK
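Test system: TRPML3-YFP stable HEK293 cells. Doses: single point at 3 µM. Incubation: dye loading 1 h 37 °C then 30 min ambient, 125 s read. Signal: Fluo-8 calcium dye fluorescence, ex 470-495, em 515-575 nm. Measure: percent activation from peak-to-basal fluorescence ratio, scaled between DMSO and carbachol.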
EP2 modulator: modulates human prostaglandin E2 receptor EP2 signaling. EP2-expressing cells, cAMP HTRF FRET, PGE2 co-stimulation. induction, % at 25 µM. hit rate 0.83% among 260,000. AID 940;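 active means compounds whose cAMP rise, as percent of the full-agonist control response, exceeds 60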;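 further: rat C6 glioma line stably carrying human EP2 under a CMV promoter; the protocol text gives 20 µM as final concentration; 100% = response of wells given 1 µM PGE2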
Target sequence (P43116 whole entry, looked up): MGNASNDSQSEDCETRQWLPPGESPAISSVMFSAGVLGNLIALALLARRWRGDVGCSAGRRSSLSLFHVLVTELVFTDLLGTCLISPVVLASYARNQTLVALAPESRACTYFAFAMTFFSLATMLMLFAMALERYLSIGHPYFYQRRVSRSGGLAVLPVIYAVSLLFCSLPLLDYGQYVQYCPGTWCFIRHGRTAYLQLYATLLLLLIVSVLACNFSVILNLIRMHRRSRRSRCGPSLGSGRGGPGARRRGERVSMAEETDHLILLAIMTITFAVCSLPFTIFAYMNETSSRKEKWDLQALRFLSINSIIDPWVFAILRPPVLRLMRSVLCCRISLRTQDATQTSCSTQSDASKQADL
TRPN1 ag: zebrafish TRPN1 (NompC) channel agonism | HEK293 zebrafish TRPN1-YFP, Fluo-8 calcium fluorescence; 100% = response to 87 µM carbachol | activation, % at 3 µM | hit rate 0.18% among 220,000;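 active means activation above its plate's cutoff, the mean activation of test wells on that plate plus 3 SD, cut at about 19% in these data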;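 further: 0% = DMSO alone and 100% = 87 µM carbachol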
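Assay system: Zebrafish TRPN1-YFP in HEK293 cells | Incubation: Dye loading 1 h at 37 °C, then 30 min room temperature | Measured by: Kinetic Fluo-8 fluorescence, ex 470-495, em 515-575 nm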
Active calls of the source: *; x = no result given.

SMILES | S1P4 antag | CHOP inh | S1P4 agonist | NPY1 pot ag | NPY Y1 blocker | NPY-Y2 PAM-ag | TRPML3 ag | EP2 modulator | TRPN1 ag
COc1ccc(OCc2cnc(Cl)s2)cc1 | -11 | 4 | -7.7 | -23 | 3 | -16 | -0.2 | 28 | 0.1
O=C(COC(=O)c1cc(S(=O)(=O)N2CCCCC2)ccc1N1CCOCC1)NCCc1ccc(F)cc1 | -10 | -5 | 1.8 | 31 | -4 | 4 | -0.2 | -21 | -1.9
CCc1nnc(NC(=O)c2ccc(-c3ccc(F)cc3)o2)s1 | -6 | 55 | -1.0 | 2 | 3 | 0 | 1.0 | -13 | -0.1
CCN(CC)c1ccc(/C=N/NC(=O)c2ccoc2C)c(O)c1 | -4 | 54 | 0.8 | 16 | x | -10 | 0.1 | -2 | 0.2
Cc1ccc(S(=O)(=O)CCc2nc3ccccc3s2)cc1C | 15 | -22 | 2.8 | -21 | 12 | -18 | -0.8 | -45 | -1.1
CS(=O)(=O)N1CCn2c1nc1ccccc12 | -44 | 2 | -0.3 | -7 | 8 | 4 | 0.4 | -21 | 0.8
O=C1CNC(=S)N1c1nc2ccccc2s1 | -3 | -40 | -0.5 | -2 | x | 2 | 0.2 | 18 | 2.3
ClCc1ncc(-c2ccc(Cl)cc2)o1 | -5 | -81 | 1.3 | -8 | 12 | -3 | 0.4 | -16 | 0.7
COC(=O)C1=C(N)c2c(F)cccc2C1(C#N)c1ccc(F)cc1 (stereo not drawn) | -8 | 28 | 1.0 | -11 | 7 | -1 | -1.3 | -7 | -1.4
O=C(CCCC(=O)N(CC(=O)NC1CCCC1)Cc1ccccc1)Nc1ccccn1 | 2 | 33 | 0.6 | 3 | -4 | -10 | -0.1 | 8 | -0.1
C/C(CCc1ccco1)=N/NC(=O)CCC(=O)Nc1cccc(Cl)c1 | 1 | 5 | 1.3 | 13 | 5 | -5 | 0.6 | -8 | -0.3
CC(=O)c1ccc(NC(=O)C2CCC(C)NC2=O)cc1 (stereo not drawn) | -5 | 35 | 0.5 | 9 | -2 | 2 | 0.5 | 7 | 0.6
CN=C1NN=C(c2cc(C)n(-c3ccc(Cl)cc3)c2C)CS1 | -7 | 10 | 1.6 | 11 | 3 | 0 | -0.3 | -43 | -1.3
Cc1ccc(-c2csc(-c3cc(C)on3)n2)cc1 | 3 | -14 | 0.2 | -18 | x | -5 | -0.5 | -10 | -1.3
S=C(NCCN1CCOCC1)NC1CCCC1 | -8 | -3 | -2.6 | 6 | 2 | -14 | 1.3 | 8 | 0.7
COc1ccccc1-c1cc(-c2ccc(C)cc2)nc(SCc2nnc(-c3ccccc3)o2)c1C#N | -2 | 21 | -0.7 | 9 | 1 | 5 | 0.6 | 34 | 0.5
CCc1cccc(NC(=O)Cc2ccc(OC)c(OC)c2)c1 | -15 | 15 | -1.4 | 34 | -3 | 18 | 4.0 | -9 | 11
COc1ccc(CCNC(=O)CCCn2c(SCC(N)=O)nc3cc4c(cc3c2=O)OCO4)cc1OC | 9 | -11 | -2.1 | 23 | 0 | -13 | 1.1 | -21 | 1.7
Cc1ccc(NC(=O)COC(=O)/C=C/c2cccc(Cl)c2)cc1S(=O)(=O)N1CCOCC1 | -20 | 13 | 0.7 | -9 | 6 | -5 | 0.5 | 6 | 0.2
Cc1cc(C)n(NC(=S)NC2CCCCC2)c(=O)c1C#N | 11 | 11 | -0.8 | -4 | x | -19 | 0.1 | 20 | 0.6
CCCCS(=O)(=O)NC1=NCN(CCO)CN1 | -15 | -6 | 0.5 | 1 | -7 | -1 | 1.2 | 15 | 0.1
CCOC(=O)c1nn(-c2ccc3c(c2)OCCO3)cc1O | -1 | -3 | -0.1 | -15 | 5 | -26 | -0.9 | 15 | 0.2
Cc1ccc(Nc2nc(N)nc(CN3CCN(C(=O)c4ccco4)CC3)n2)cc1Cl | -10 | 31 | 1.0 | 6 | -5 | 2 | -1.0 | -42 | -0.6
COC(=O)c1c(C)oc(C)c1S(=O)(=O)Nc1ccccc1 | -1 | -1 | 1.2 | 17 | x | -9 | -0.7 | -2 | 0.2
O=C(COc1ccccc1)N1CCN=C1SCc1ccccc1 | -14 | 24 | 0.9 | -3 | -2 | -14 | -0.3 | 15 | -0.6

Two successive records already listed, quoted:
SMILES | S1P4 antag | CHOP inh | S1P4 agonist | NPY1 pot ag | NPY Y1 blocker | NPY-Y2 PAM-ag | TRPML3 ag | EP2 modulator | TRPN1 ag
COc1ccc(OCc2cnc(Cl)s2)cc1 | -11 | 4 | -7.7 | -23 | 3 | -16 | -0.2 | 28 | 0.1
O=C(COC(=O)c1cc(S(=O)(=O)N2CCCCC2)ccc1N1CCOCC1)NCCc1ccc(F)cc1 | -10 | -5 | 1.8 | 31 | -4 | 4 | -0.2 | -21 | -1.9

(cont.)
SMILES | S1P4 antag | CHOP inh | S1P4 agonist | NPY1 pot ag | NPY Y1 blocker | NPY-Y2 PAM-ag | TRPML3 ag | EP2 modulator | TRPN1 ag
CC(NC(=O)C(=O)Nc1nccs1)c1ccccc1 (stereo not drawn) | 3 | 24 | -1.1 | 10 | x | -1 | 1.4 | 4 | -0.4
C/C(=N\NC(=S)NC1CCCCC1)c1cccc(Br)c1 | 0 | 40 | 0.1 | -20 | 6 | -5 | -0.1 | 15 | 1.5
Cc1ccccc1N1C(=O)c2cccc3c(N(C)CCO)ccc(c23)C1=O | -14 | -14 | 0.3 | 3 | 1 | 1 | 18* | 17 | 26*
COc1ccc(OCC(O)CN2CCCCC2)cc1 (stereo not drawn) | -14 | 29 | -1.0 | 5 | -1 | 17 | 0.3 | 19 | 3.0
CC1CC(=O)NN=C1c1cccs1 (stereo not drawn) | 12 | 2 | 1.4 | -44 | x | -50 | 0.8 | 25 | 1.2
N#Cc1ccc(Sc2ccccn2)c([N+](=O)[O-])c1 | -5 | 20 | -0.5 | 5 | x | -7 | -0.2 | -9 | -1.6
CC(=O)N(/N=C1\Sc2ccccc2C1=O)c1ccccc1 | -21 | 25 | 1.2 | -11 | 10 | 0 | 0.4 | 17 | -0.3
CC1CCN(S(=O)(=O)c2cccc(-c3cn4cc(Cl)ccc4n3)c2)CC1 | -11 | 34 | 1.6 | -29 | 6 | -5 | -0.1 | -40 | -1.1
CC(C)Cn1c(=O)c(-[n+]2ccccc2)c([O-])c2ccccc21 | -7 | 0 | 0.5 | -2 | 8 | 0 | -0.5 | 30 | 1.0
COCCCNC(=O)CCn1c(=O)c2ccccc2n(CC(=O)Nc2cc(Cl)ccc2C)c1=O | -4 | 60 | -0.3 | 12 | 0 | 7 | -0.3 | 16 | 0.9
O=C(Cc1cccs1)N/N=C/c1ccc(OCc2ccccc2)cc1 | -7 | 53 | 0.6 | -18 | 0 | 0 | 0.2 | -11 | 1.9
COc1cc(C2Nc3cccc4cccc(c34)N2)cc(OC)c1OC(C)=O | -7 | -164 | 0.8 | 13 | 4 | 4 | 0.4 | -19 | -0.2
O=C(COC(=O)c1ccccn1)Nc1c(Cl)cccc1Cl | 1 | 7 | -0.4 | -28 | -1 | -12 | -0.3 | -7 | 1.3
Cc1ccc(C#CC[N+](C)(C)CC#Cc2ccccc2)cc1 | -3 | -11 | 0.6 | -13 | 12 | -4 | 0.8 | 4 | -0.2
Cc1ccnc(NC(=O)C2CCCN(S(=O)(=O)c3cnc[nH]3)C2)c1 (stereo not drawn) | -19 | 4 | 3.1 | -3 | 1 | -8 | 0.4 | 39 | 1.6
COc1ccccc1NC(=O)C1=C(C)NC(=O)NC1c1ccco1 (stereo not drawn) | -6 | 9 | 0.8 | 5 | x | 14 | 0.5 | 1 | -0.2
COC(=O)c1ccc(OC(=O)C2CC(=O)N(c3cccc(C)c3)C2)cc1 (stereo not drawn) | -11 | 33 | 0.8 | -12 | 0 | -12 | 0.6 | -14 | 1.2
CCOC(=O)c1cc(NC(=O)c2ccc(Cl)cc2)c(=O)n2c1oc1ccc(Cl)cc12 | 1 | 16 | 0.6 | 6 | 6 | 14 | 1.2 | 18 | 2.8
FC(F)(F)c1cc(-c2ccco2)nc(NCCc2ccccc2)n1 | -4 | 52 | -1.0 | -9 | 12 | -17 | 0.9 | -6 | -0.1
CC1CCCC(NC2CCCCNC2=O)C1 (stereo not drawn) | -20 | -17 | -0.8 | -7 | -1 | 10 | 0.1 | -11 | -0.5
OCCC1CN(CCCn2cccn2)CCN1Cc1ccccc1 (stereo not drawn) | 1 | -26 | -0.7 | -6 | 1 | -10 | 0.7 | 5 | 1.5
Cn1c(SCC(=O)NC2CCCCC2)nnc1-c1cc2cc(Cl)ccc2o1 | -13 | 3 | 0.5 | 4 | 0 | -4 | -0.2 | 7 | -1.0
Cc1cc(OCCCCn2ccnc2)cc(C)c1Cl | -2 | 22 | 0.0 | -9 | 4 | -13 | 0.7 | -21 | -0.9
CC(=O)Nc1ccc(S(=O)(=O)N[C@H](C(=O)O)C(C)C)cc1 | -15 | -3 | 1.5 | -6 | 0 | -12 | 0.8 | 11 | -0.2
Cc1ccc(C)c(NCC(O)c2ccccc2)c1 (stereo not drawn) | -16 | 6 | 1.4 | 18 | -3 | 10 | -0.7 | -26 | -2.0

Additional structures.
SMILES | S1P4 antag | CHOP inh | S1P4 agonist | NPY1 pot ag | NPY Y1 blocker | NPY-Y2 PAM-ag | TRPML3 ag | EP2 modulator | TRPN1 ag
CCc1sc(NC(C)=O)nc1-c1ccccc1 | -19 | 13 | 1.2 | 8 | -2 | -8 | -0.4 | 3 | 0.1
O=C(c1ccccc1F)c1cc2c(cc1[N+](=O)[O-])OCCO2 | -2 | 0 | -1.5 | -1 | 1 | 17 | 0.3 | -32 | -1.0
CN(C)/C=C(\C#N)C(=O)c1cccnc1Oc1ccc(F)cc1F | 8 | -4 | -3.9 | 3 | -2 | -6 | 0.0 | -6 | 0.2
O=C(c1cccc(COCC(F)(F)C(F)F)c1)N1CCN(c2ccccc2)CC1 | -5 | 39 | -3.1 | -13 | 9 | -9 | -0.7 | -3 | -0.6
Cc1ncoc1C(=O)N1CCc2c([nH]c3ccccc23)C1c1ccccc1F (stereo not drawn) | -24 | -2 | 1.3 | 8 | 4 | 2 | 0.3 | 12 | 0.5
COC(=O)C1=C(Nc2ccccc2NC(=O)c2ccccc2C(=O)O)CSC1 | 11 | 9 | 0.4 | -16 | x | -14 | 0.0 | 58 | -0.8
Cc1ccc(C(=O)OCC(=O)c2c[nH]c3ccccc23)cc1S(=O)(=O)N1CCCCC1 | 4 | 61 | -0.2 | -4 | -3 | 9 | 0.2 | -18 | 0.8
C=C(C)CNC(=S)N/N=C1\CCCCc2ccccc21 | -21 | 12 | 1.0 | -36 | 2 | -17 | -1.1 | 48 | -0.8
COc1ccc(-c2cnc3c(c2)CCC3(C#N)C#N)cc1 | 21 | -27 | -0.7 | 4 | 11 | 6 | 0.5 | -32 | 0.2
COc1cc(Cl)c(S(=O)(=O)N2CCOCC2)cc1Cl | -28 | 12 | -0.7 | 7 | 4 | -1 | 0.4 | 7 | 2.6
CCOc1ccc(CC(=O)N2CCN(c3ccc(N4CCOCC4)nn3)CC2)cc1OCC | 10 | 32 | -0.9 | 21 | 4 | 11 | 0.1 | -2 | 0.3
O=c1nccc(SCc2ccc(Cl)cc2Cl)[nH]1 | -10 | -13 | 0.2 | 3 | x | -33 | 0.2 | -4 | 0.1
